UPR XBP1 act: activators of adaptive arm of unfolded protein response (XBP1) | CHO-XBP1 luciferase reporter, IRE1-XBP1 UPR activation, luminescence; percent of tunicamycin response, DMSO as zero | activation, % at 20 µM | actives 0.33% (n = 330,000);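 active = versus positive control, 20 µM dose yields 30% or more activation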;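 note: 100% = tunicamycin at 10 µg/mL and 0% = DMSO only wells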
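Assay system: CHO-XBP1 luciferase reporter cells; Schedule: 6 h treatment, 37 °C; Detection: glow luminescence from Steady-Glo reagent; Benchmarks: high control tunicamycin 10 µg/mL final, low control DMSO vehicle only.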
CCR6 antag: antagonists of human CCR6 receptor. P51684. CHO-K1 CCR6 PathHunter beta-arrestin, luminescence, CCL20-stimulated. inhibition, % at 20 µM. actives 0.49% (n = 340,000). AID 493098;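 active = compounds whose inhibition of the agonist-driven luminescence signal at 20 µM reaches about 50%, limit read from the data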;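 note: cells stimulated with CCL20 at 14 nM final; plate controls were DMSO with CCL20 for no effect and DMSO without agonist for full effect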
Target sequence (P51684 whole entry, looked up): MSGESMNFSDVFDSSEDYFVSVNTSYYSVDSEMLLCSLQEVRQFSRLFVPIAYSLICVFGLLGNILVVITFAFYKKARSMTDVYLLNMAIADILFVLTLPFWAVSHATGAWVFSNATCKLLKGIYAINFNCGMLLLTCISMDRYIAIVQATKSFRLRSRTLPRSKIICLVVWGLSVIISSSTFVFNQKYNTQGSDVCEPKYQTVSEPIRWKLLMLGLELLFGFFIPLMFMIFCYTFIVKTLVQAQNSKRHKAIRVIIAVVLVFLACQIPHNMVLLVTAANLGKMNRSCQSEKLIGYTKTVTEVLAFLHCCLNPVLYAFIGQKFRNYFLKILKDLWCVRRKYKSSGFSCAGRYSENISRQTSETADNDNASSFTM
CHOP UPR activ: activators of apoptotic arm of unfolded protein response (CHOP); CHO-CHOP luciferase reporter, UPR activation, luminescence; percent of tunicamycin response over DMSO baseline; activation, % at 10 µM; actives 0.34% (n = 330,000);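 active = at 10 µM dose, activation of 40% or more, normalized to positive control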;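 note: 100% = tunicamycin at 10 µg/mL and 0% = DMSO alone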
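assay system = CHO CHOP reporter cells | amount = 500 CHO-CHOP cells per well | buffer or medium = F12 with 10% FBS | incubation = 16-18 h cell attachment, then 6 h compound exposure, 37 °C | detection = luminescence read with Steady-Glo | read-out = percent activation relative to tunicamycin control | controls = tunicamycin high control, DMSO low control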
EBI2 antag: EBI2 (human) antagonism; EBI2 beta-arrestin recruitment, luminescence, 7a,25-OHC stimulated; inhibition, % at 5 µM; actives 0.81% (n = 360,000); AID 651636; in the data active = inhibition above about 38%;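 note: enzyme fragment complementation signal reports receptor beta-arrestin coupling in cells; 0% = agonist plus DMSO wells and 100% = wells without agonist; some results beyond the cut were filed as inactive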
Target sequence (P32249 whole entry, looked up, the tested form may be a part): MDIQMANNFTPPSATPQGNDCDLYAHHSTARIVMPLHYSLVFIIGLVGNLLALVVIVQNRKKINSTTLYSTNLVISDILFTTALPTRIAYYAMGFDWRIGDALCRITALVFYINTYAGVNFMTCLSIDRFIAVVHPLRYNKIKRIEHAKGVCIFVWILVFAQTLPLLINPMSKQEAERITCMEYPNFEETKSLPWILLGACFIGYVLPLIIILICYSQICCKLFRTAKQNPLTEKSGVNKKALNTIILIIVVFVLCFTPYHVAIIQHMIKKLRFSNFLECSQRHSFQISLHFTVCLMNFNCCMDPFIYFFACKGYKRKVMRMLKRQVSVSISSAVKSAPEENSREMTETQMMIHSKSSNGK
tim23-1 inh: growth inhibitors of tim23-1 mutant yeast | S. cerevisiae tim23-1 growth, BacTiter-Glo luminescence, 24 h | inhibition, % at 20 µM | AID 463212 | actives 1.3% (n = 330,000);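 active = growth inhibition of the mutant yeast at or above 50%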;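 note: temperature-sensitive mutant grown at 25 °C; plate controls were DMSO-treated mutant yeast for no effect and medium wells lacking yeast for full effect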
Mdm2 MdmX PPI: disrupts the human Mdm2-MdmX interaction. O15151+Q00987. actives 3% (n = 330,000). inhibition, % at 8 µM. SaOS-2 split-luciferase Mdm2/MdmX complementation, luminescence;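 active = inhibition of at least 50% at 8 µM in the primary screen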
APJ antag: blocks the human apelin receptor APJ; actives 0.32% (n = 330,000); inhibition, % at 20 µM; P35414; CHO-K1 APJ beta-arrestin complementation, luminescence;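 active = inhibition above about 40% at 20 µM, limit read from the data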;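 note: cells challenged with 10 nM apelin-13 agonist together with compound; plate controls were apelin-13 plus DMSO wells for no effect and DMSO wells lacking apelin-13 for full effect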
CXCR6 inh: inhibitors of human CXCR6 receptor. O00574. CHO-K1 PathHunter CXCR6 beta-arrestin, luminescence. inhibition, % at 20 µM. actives 0.36% (n = 360,000); in the data active = inhibition above about 34%, passing the limit was not always enough;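 note: antagonist mode with CXCL16 agonist at 10 nM final; 0% = 10 nM CXCL16 with DMSO and 100% = unstimulated wells without agonist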
Target sequence (O00574 whole entry, looked up): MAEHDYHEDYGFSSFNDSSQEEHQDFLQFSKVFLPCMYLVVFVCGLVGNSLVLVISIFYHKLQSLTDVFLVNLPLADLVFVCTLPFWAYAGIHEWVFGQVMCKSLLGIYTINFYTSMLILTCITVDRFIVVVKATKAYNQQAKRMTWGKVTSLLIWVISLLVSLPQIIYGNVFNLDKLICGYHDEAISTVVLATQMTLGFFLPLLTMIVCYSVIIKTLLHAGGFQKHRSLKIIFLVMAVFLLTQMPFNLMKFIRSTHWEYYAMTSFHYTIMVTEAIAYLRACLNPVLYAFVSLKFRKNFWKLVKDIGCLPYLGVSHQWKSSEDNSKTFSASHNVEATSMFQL
APJ agonist: activates the human apelin receptor APJ | P35414 | CHO-K1 APJ PathHunter beta-arrestin, luminescence; 0% DMSO wells, 100% apelin | activation, % at 20 µM | actives 0.11% (n = 330,000) | AID 2520;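 active = activation more than six SD over the plate average, tested at 20 µM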;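 note: 0% = DMSO alone and 100% = apelin-13 at 10 nM; some results filed as inactive read as strong as hits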
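system = engineered CHO-K1 APJ arrestin reporter cells | input = 1000 cells per well | timing = overnight seeding, 90 min compound at 25 °C, 1 h detection | measured by = enzyme-fragment complementation luminescence | read-out = beta-arrestin recruitment to APJ as agonist activity, luminescent signal | control set = negative DMSO alone, positive Apelin-13 at 10 nM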
* hit, by the source's call; nt = no result given. This is a subset; the hit share may differ from the screen's.

The line under a structure holds: UPR XBP1 act | CCR6 antag | CHOP UPR activ | EBI2 antag | tim23-1 inh | Mdm2 MdmX PPI | APJ antag | CXCR6 inh | APJ agonist
CCOC(=O)C1CCCN(C(=O)c2cc(COc3ccc(C)nc3)on2)C1 (configuration not stated)
  -6.0 | 12.7 | 3.8 | -5.1 | 24.9 | -18.5 | 6.5 | -4.2 | -4.3
COc1ccc(CCNC(=O)c2ccc(CNc3c(N4CCOCC4)c(=O)c3=O)cc2)cc1OC
  -1.6 | 4.8 | -0.4 | -4.0 | -3.3 | 6.1 | 15.0 | 0.0 | -5.8
O=C(CSc1nc2ccccc2c(=O)n1CC1CCCO1)NCc1ccccc1 (configuration not stated)
  12.1 | 16.6 | -0.6 | -9.8 | 7.8 | 11.2 | 1.9 | 0.4 | -0.5
COc1ccc2c(c1OC)C(=O)N1N=C(c3ccc(-c4ccccc4)cc3)CC21 (configuration not stated)
  9.8 | 24.8 | 1.4 | 20.8 | 11.0 | 26.0 | 0.8 | 13.9 | -4.9
O=C(NCc1ccccn1)c1cc(Cl)ccc1OCc1ccccc1
  1.8 | 18.3 | 0.3 | 2.5 | 44.4 | 20.5 | 3.0 | 5.6 | -4.6
CCC(C)OC(=O)C(C)Oc1ccc(-c2ccccc2)cc1 (configuration not stated)
  0.1 | 26.6 | 0.7 | 11.4 | 3.5 | -4.6 | -3.8 | 2.3 | -6.8
O=C(CSc1nc2ccccc2n1S(=O)(=O)c1cccc([N+](=O)[O-])c1)NCc1cccs1
  0.4 | 8.0 | 0.3 | -13.4 | 4.9 | 4.5 | 3.3 | -2.7 | -0.4
CCOC(=O)c1c(C)n(CC(COC(C)=O)OC(C)=O)c2ccc(OC(C)=O)cc12 (configuration not stated)
  -1.1 | -10.6 | -1.9 | 0.0 | 12.8 | -6.1 | -8.4 | -15.8 | -1.3
Cc1ccc(N2C(=S)SC3CS(=O)(=O)CC32)cc1 (configuration not stated)
  -1.6 | 6.1 | 0.5 | -5.6 | 6.0 | 9.4 | 8.4 | 0.5 | -0.7
CCCN(C(=O)CSc1nc2ccccc2n1CC)C1CCS(=O)(=O)C1 (configuration not stated)
  -3.9 | -6.2 | 2.9 | -0.5 | 10.1 | 8.4 | 0.5 | 3.3 | -5.2
CC(/C=C/c1ccccc1)=N\Nc1nc2c(c(=O)[nH]c(=O)n2C)n1CCO
  0.4 | 1.7 | -0.6 | nt | 2.9 | 27.3 | 16.3 | nt | 3.3
O=C(CCCC(=O)NC1CCCCC1)Nc1ccc([N+](=O)[O-])cc1
  -2.5 | 6.7 | -0.2 | 6.7 | -6.8 | 11.8 | -14.5 | 0.2 | -2.4
Cc1cc(NS(=O)(=O)c2ccc(NC(=O)c3ccc([N+](=O)[O-])c(Cl)c3)cc2)no1
  -2.1 | 9.1 | -0.5 | -3.1 | -11.2 | 24.6 | -10.8 | 3.8 | 0.2
COc1cc(Cn2nnc3ccccc32)cc(Br)c1O
  0.1 | 12.3 | 3.3 | -2.4 | 25.7 | -9.1 | 9.1 | -5.4 | -2.1
c1c2c(cc3sc(N4CCCCC4)nc13)OCCO2
  -6.1 | 3.1 | -8.0 | 5.5 | 40.5 | 42.6 | -19.5 | -1.3 | 4.7
Cc1onc(-c2c(F)cccc2Cl)c1C(=O)N1C=CC(C(F)(F)Cl)=NCC1
  -1.4 | 12.4 | 21.0 | -4.2 | -2.2 | 11.0 | -3.4 | 1.3 | -3.4
Cc1cc(C)n2c(SCC(C)C)nnc2n1
  -0.4 | 4.2 | -0.4 | -6.5 | -2.3 | -1.7 | 6.4 | 11.6 | -2.7
Cc1ccc(S(=O)(=O)NC2CC2)cc1[N+](=O)[O-]
  -2.5 | 7.5 | 1.6 | -4.5 | -0.8 | 8.4 | -16.5 | 2.6 | -1.3
Cc1cc(/C=N/NC(=O)CC2(C)OCCO2)c(C)n1-c1ccc(Cl)c(Cl)c1
  6.6 | 5.6 | 0.5 | 8.4 | 14.5 | 22.7 | -22.8 | -5.5 | -4.7
CC(C)(C)c1ccc(C(=O)/C=C2\NC(=O)CS2)cc1
  -3.6 | 14.1 | -1.0 | 4.5 | 28.5 | -38.5 | 4.7 | 1.6 | -0.6
Cc1ccc(CNC(=O)CN(Cc2ccccc2)S(C)(=O)=O)cc1
  -0.4 | -1.1 | -0.4 | 6.7 | 5.9 | 21.6 | 8.0 | -1.0 | 4.3
O=C(COc1coc(CN2CCc3ccccc3C2)cc1=O)Nc1cccc(F)c1
  1.7 | 15.9 | 0.6 | -11.4 | 6.5 | -9.5 | 7.0 | -15.0 | 16.6
COc1ccc(CC(=O)N2CCC(Nc3nc4ccccc4n3Cc3ccc(F)cc3)CC2)cc1
  -2.9 | 12.2 | 0.7 | 19.6 | 1.4 | 17.5 | 12.2 | 1.8 | -2.6
O=C(Cn1ncc2c3ccccc3n(Cc3ccccc3)c2c1=O)NCc1ccco1
  -2.4 | 13.4 | 0.8 | 6.6 | -1.1 | 43.7 | 20.6 | 0.2 | -2.6
O=C(Nc1ccc(NC(=O)C23CC4CC(CC(C4)C2)C3)cc1)c1cc(F)c(F)cc1Cl
  1.2 | 5.0 | 0.2 | -4.0 | 10.8 | -1.8 | 26.9 | 7.3 | 2.0
COc1ccc(OC)c(C2NC(=O)NC(C)=C2C(=O)OCc2ccccc2)c1 (configuration not stated)
  -3.9 | 18.9 | 0.5 | -9.7 | 12.4 | -3.6 | -5.5 | 5.9 | 2.7
CCCCOC(=O)C1=C(C)NC(=O)NC1c1ccc(N(C)C)cc1 (configuration not stated)
  0.2 | 10.2 | -2.2 | -11.5 | 0.4 | 23.3 | -18.6 | 0.3 | 0.5
CC1(C)OC(=CC=Nc2ccc(Cl)cc2)OC1(C)C
  -1.0 | 3.5 | 3.1 | -5.2 | 17.2 | 13.8 | 13.9 | -2.6 | -6.0
Cn1cc(CN2CCCC(CNS(=O)(=O)c3cccc4cccnc34)C2)cn1 (configuration not stated)
  -4.3 | -2.7 | -1.0 | 7.0 | 8.5 | -0.2 | -63.2 | 0.8 | -4.2
O=C(O)CN1C(=O)CC(Cc2ccc(Cl)cc2)C1=O (configuration not stated)
  -3.7 | -5.6 | 0.9 | -5.7 | 11.7 | 16.4 | 16.6 | 5.0 | -3.1
O=C1c2cccc(OCC(=O)N3N=C(c4cccs4)CC3c3ccc(F)cc3)c2CCN1Cc1cccnc1 (configuration not stated)
  9.1 | 19.2 | 3.1 | 22.8 | 41.6 | 19.2 | -9.7 | 8.6 | -5.2
OC(COc1ccccc1)CSc1ncn[nH]1 (configuration not stated)
  -1.8 | 5.7 | -0.3 | -2.1 | -1.7 | -5.2 | 10.0 | 1.9 | -4.1
CCc1nn(CC(=O)NCc2ccccc2Cl)c(=O)c2cccn12
  -4.3 | 8.6 | 1.2 | -2.9 | 10.6 | 32.1 | 14.3 | -2.1 | -3.1
CCn1c(SCC(=O)Nc2cc(C)ccc2C)nnc1-c1cnccn1
  -1.3 | 4.7 | -1.5 | -8.2 | 5.1 | -18.6 | 5.5 | 7.1 | -2.2
COc1ccc(CC(=O)NNC(=O)c2ccc(SCc3cc(F)ccc3F)c([N+](=O)[O-])c2)cc1
  0.2 | 19.5 | -0.8 | 7.8 | -4.9 | 22.9 | -12.5 | 12.6 | -2.7
COC(=O)N/N=C/c1ccccc1OCc1ccccc1
  2.0 | -7.1 | 1.9 | -27.0 | 8.7 | 12.9 | 6.2 | -2.6 | -1.9
COc1ccc(CC(=O)n2[nH]c(=O)cc(C)c2=O)cc1OC
  -1.0 | 7.8 | 3.6 | 5.3 | -0.9 | -2.0 | -2.0 | -1.1 | -1.5
COc1cccc(NC(=O)COC(=O)CNC(=O)C2CCCCC2)c1
  -1.5 | 2.5 | -1.3 | 1.1 | 10.6 | -3.8 | -6.3 | 3.7 | -2.9
C/C=C/C(=O)N1CC2(CC(c3cccc(NC(=O)CCCCC)c3)=NO2)C[C@H]1C(N)=O (some centres not stated)
  2.1 | nt | 0.3 | nt | 17.3 | -17.9 | -10.1 | nt | -0.2
CN(c1ccc(C(=O)Nc2ccc(CC#N)cc2)cc1)S(C)(=O)=O
  3.1 | -3.4 | 0.0 | -0.5 | 94.1* | 14.2 | 13.4 | 0.1 | -2.0
O=C(CSc1n[nH]c(-c2cccnc2)n1)Nc1ccccc1
  1.1 | 1.5 | -2.1 | -3.6 | 11.8 | 12.9 | 16.2 | 3.8 | -3.6
O=C(NC(=S)NNC(=O)c1cnccn1)c1ccc(F)cc1
  1.2 | 13.9 | 0.6 | -23.6 | 17.0 | 45.1 | 11.9 | 0.4 | -4.5
COc1cc(CN2CCC(n3nccc3NC(=O)c3ccccc3OC)CC2)ccc1F
  -3.2 | 23.2 | 0.8 | -4.8 | 1.9 | 0.7 | 2.3 | -4.6 | -2.4
CN1CCN(C/C(=C2/N=C(c3ccccc3)OC2=O)N(C)C)CC1
  -1.1 | 2.9 | 0.8 | -6.8 | 9.7 | 4.5 | 7.2 | 3.0 | -5.9
OCC1OC(n2cnc3c(NC4CCCCC4)ncnc32)C(O)C1O (configuration not stated)
  -1.6 | 1.5 | 2.2 | -4.0 | -8.3 | 6.0 | -28.5 | 3.9 | -0.9
CN(C)CCCN(C(=O)c1ccc(S(=O)(=O)N2CCCCCC2)cc1)c1nc2c(F)cc(F)cc2s1
  0.1 | 23.2 | 1.8 | -9.6 | 9.2 | 16.5 | 10.5 | 7.7 | -6.6
Cc1c(Cl)c(-c2n[nH]c(=S)n2Cc2ccco2)nn1C
  -1.4 | 5.3 | -1.0 | -2.2 | 12.6 | 1.0 | 9.4 | 0.6 | 1.8
COc1ccc(N2CCN(C(=O)C3CCN(C(=O)c4ccccc4Cl)CC3)CC2)cc1
  -0.3 | -2.8 | 0.1 | -0.5 | 8.1 | -7.0 | -1.2 | 4.1 | -2.2
Cc1nc(N)nc(Nc2ccc(C#N)cc2)c1Br
  2.2 | -4.4 | -1.0 | -11.9 | 4.3 | 18.4 | 3.3 | -1.0 | 0.0
CCOc1ccccc1NC(=O)C(OC(=O)C1CC1)c1ccccc1 (configuration not stated)
  1.3 | 13.2 | -1.2 | 2.3 | 26.3 | -28.9 | 14.3 | -3.5 | -8.2

Structural class: those above with a cyano group.
The line under a structure holds: UPR XBP1 act | CCR6 antag | CHOP UPR activ | EBI2 antag | tim23-1 inh | Mdm2 MdmX PPI | APJ antag | CXCR6 inh | APJ agonist
CN(c1ccc(C(=O)Nc2ccc(CC#N)cc2)cc1)S(C)(=O)=O
  3.1 | -3.4 | 0.0 | -0.5 | 94.1* | 14.2 | 13.4 | 0.1 | -2.0
Cc1nc(N)nc(Nc2ccc(C#N)cc2)c1Br
  2.2 | -4.4 | -1.0 | -11.9 | 4.3 | 18.4 | 3.3 | -1.0 | 0.0
